Assay outcomes from PubChem.
MCF10A rereplic = A quantitative high throughput screen for small molecules that induce DNA re-replication in MCF 10a normal breast cells; Potency, µM (doses to about 46.1 µM), without a hit: top-dose activity, positive = re-replication, usual class: activators; 350,000 compounds, 2.9% hits; AID 624296, 2012; MCF 10A DNA re-replication, Hoechst nuclear intensity, 48 h; note: % of control where 0% means no effect; nearly all actives have a fitted effect of over 50% in size
Nrf2 inh = Nrf2 qHTS screen for inhibitors. A549 ARE-Fluc reporter, luciferase luminescence, 18-24 h. Potency, µM (doses to about 46 µM), for the others: at the top dose activity change, negative = inhibition, usual class: inhibitors. 360,000 compounds, 2.1% hits; note: % is set by controls: 0 for no effect and ±100 for the full control effect; nearly all actives have a fitted effect of over 60% in size
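Quantitative HTS in A549 cells stably bearing an antioxidant response element-firefly luciferase construct. Inhibition of Nrf2-driven transcription was scored by luminescence after 18-24 h of compound exposure at 37 °C.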
HepG2 tox = qHTS for Inhibitors of TGF-b: Cytotox Counterscreen; AID 588856, 2011; Potency, µM (highest dose often 46.1 µM), for inactives: at the highest dose activity change, negative = cytotoxicity, usual class: cytotoxic; 410,000 compounds, 0.76% hits; HepG2 CAGA-GFP viability, ATP luminescence, 18 h; note: some results filed as inactive show a strong effect at the top dose
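HepG2 CAGA-GFP cells (1000/well, DMEM with 1% FBS) received compound, then TGF-beta at 500 pg/mL final, and were incubated 18 hours at 37 degrees C. Viability was read by CellTiter-Glo luminescence. Media-only wells were set as complete cell-killing and DMSO as no toxicity.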
TGFb inhibitor = qHTS for Inhibitors of TGF-b | HepG2 CAGA-GFP TGF-b/SMAD3 reporter, GFP fluorescence, 18 h; TGF-beta stimulated, 500 pg/mL final | 410,000 compounds, 1.2% hits | Potency, µM (top dose mostly 46.1 µM), for the others: at the top dose activity, negative = inhibition, usual class: inhibitors; note: % is set by controls: 0 for no effect and ±100 for the full control effect; nearly all actives have a fitted effect of over 65% in size
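First, reporter cells (HEPG2 CAGA-GFP) rested 2 h at 37 degrees C. Next, compounds were pinned in and TGF-beta added to 500 pg/mL final. After 18 h, GFP was imaged per cell and summed per well.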
A549 tox = Nrf2 qHTS screen for inhibitors: counterscreen for cytotoxicity; A549 ARE-Fluc cells, CellTiter-Fluor viability, 18-24 h; Potency, µM (top dose mostly 46 µM), inactives show at the top dose activity change, negative = cytotoxicity, most hits filed as inhibitors; 390,000 compounds, 0.16% hits; note: % is set by controls: 0 for no effect and ±100 for the full control effect
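A549 ARE-Fluc cells in 5% FBS OPTI-MEM, 5000 cells/well, rested 2 h then exposed to compounds in concentration-response for 18-24 h at 37 °C. Viability by CellTiter-Fluor fluorescence (Ex 405/Em 525) after 30 min; luciferase luminescence (BugLite, 15 min, RT) read afterwards.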
ATXN viability = Viability Counterscreen for Primary qHTS for Inhibitors of ATXN expression | AID 651635, 2014 | S2 cells (HEK-293 line with an ATXN2-luciferase reporter) viability, CellTiter-Fluor protease fluorescence, 24 h | Potency, µM (titrated, usually from 56.7 µM), actives largely listed as cytotoxic | 400,000 compounds, 0.49% hits; note: nearly all actives have a fitted effect of over 40% in size
EPAC2 antag = qHTS for Antagonist of cAMP-regulated guanine nucleotide exchange factor 2 (EPAC2): primary screen. EPAC2 GEF exchange of Rap1B-BODIPY-GDP, fluorescence. Potency, µM (series often up to 114 µM), without a hit: at the top dose activity, negative = inhibition, actives largely listed as inhibitors. 360,000 compounds, 0.18% hits. AID 720708, 2013; note: % is set by controls: 0 for no effect and ±100 for the full control effect; nearly all actives have a fitted effect of over 45% in size; many of its hits are not listed in these tables
Target sequence (Q8WZA2 whole entry, looked up): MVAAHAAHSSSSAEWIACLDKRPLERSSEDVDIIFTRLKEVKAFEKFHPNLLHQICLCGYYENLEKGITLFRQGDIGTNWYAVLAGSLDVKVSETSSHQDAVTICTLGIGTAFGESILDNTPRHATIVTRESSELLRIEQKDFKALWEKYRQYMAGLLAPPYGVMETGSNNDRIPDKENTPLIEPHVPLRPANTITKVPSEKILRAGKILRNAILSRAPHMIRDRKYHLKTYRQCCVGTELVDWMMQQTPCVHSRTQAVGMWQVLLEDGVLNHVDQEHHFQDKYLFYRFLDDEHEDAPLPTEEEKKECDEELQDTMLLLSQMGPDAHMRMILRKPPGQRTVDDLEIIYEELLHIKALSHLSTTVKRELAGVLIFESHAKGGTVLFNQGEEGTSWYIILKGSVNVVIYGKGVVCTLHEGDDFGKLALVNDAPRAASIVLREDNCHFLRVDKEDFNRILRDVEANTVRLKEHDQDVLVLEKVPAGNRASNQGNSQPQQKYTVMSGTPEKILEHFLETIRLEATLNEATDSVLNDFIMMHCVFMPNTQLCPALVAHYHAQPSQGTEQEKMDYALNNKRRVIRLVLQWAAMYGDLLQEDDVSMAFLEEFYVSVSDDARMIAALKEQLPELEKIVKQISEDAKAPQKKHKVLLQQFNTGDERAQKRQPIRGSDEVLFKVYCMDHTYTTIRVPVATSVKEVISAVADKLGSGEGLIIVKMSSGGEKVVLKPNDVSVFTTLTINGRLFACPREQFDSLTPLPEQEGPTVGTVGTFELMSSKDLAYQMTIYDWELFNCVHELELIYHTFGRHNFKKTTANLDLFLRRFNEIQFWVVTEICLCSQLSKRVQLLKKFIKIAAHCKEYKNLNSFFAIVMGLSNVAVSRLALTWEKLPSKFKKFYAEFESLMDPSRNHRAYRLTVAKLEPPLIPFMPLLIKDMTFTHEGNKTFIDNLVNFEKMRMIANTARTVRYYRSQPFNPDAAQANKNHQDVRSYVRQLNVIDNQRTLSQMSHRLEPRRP
Nrf2 activator = qHTS of Nrf2 Activators; 410,000 compounds, 0.31% hits; Potency, µM (doses to about 46.1 µM), inactives show at the highest dose activation, usual class: activators; AID 624171, 2012; AREc32 ARE-luciferase reporter (MCF7-derived line), luminescence, 24 h; note: % of control where 0% means no effect; nearly all actives have a fitted effect of over 65% in size
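ARE-driven firefly luciferase activity in AREc32 cells measured after a 24 hr compound exposure at 37 deg C, using Steady-Glo reagent and a 30 min room-temperature hold.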
ATXN2 expr inh = Primary qHTS for Inhibitors of ATXN expression; HEK-293 ATXN2-luciferase reporter, luminescence, 24 h; Potency, µM (series often up to 57 µM), inactives show at the highest dose activity change, negative = inhibition, actives largely listed as inhibitors; 360,000 compounds, 0.72% hits; AID 1745845, 2022; note: % is set by controls: 0 for no effect and ±100 for the full control effect; nearly all actives have a fitted effect of over 55% in size
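qHTS (up to 57 uM final) was run with 24 h compound exposure of reporter cells at 37 °C. Each well was multiplexed: SteadyGlo luminescence measured ATXN2-luciferase expression after a fluorogenic Gly-Phe-AFC viability readout (25 uM final).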
The depositor's hits bear a star; i = inactive; ? = inconclusive; . = no result given; [ ] = dose if it differs, or a comment. Calls come from the whole dose curve; as a rule, active = well fitted curve in the direction sought with a large enough effect; inconclusive = small, poorly fitted or top-dose-only effect, or another doubt; inactive = no such curve, though single readings can be large; an effect the other way counts as inactive or inconclusive. Potency is the fitted concentration of half-maximal effect. Only part of the results is shown. The share of hits here may be higher or lower than overall.

SMILES	MCF10A rereplic	Nrf2 inh	HepG2 tox	TGFb inhibitor	A549 tox	ATXN viability	EPAC2 antag	Nrf2 activator	ATXN2 expr inh
C[C@@H]1NC(=O)[C@H](CC(N)=O)NC(=O)c2cc([N+](=O)[O-])cc(I)c2OCC[C@@H](C(=O)NC(CC(=O)O)C(N)=O)NC1=O (some centres undefined)	-21%	8%	-1%	1%	-6%	i	5%	-0.3%	8%
Cc1cc2[nH]c(=O)c(=O)[nH]c2cc1S(=O)(=O)NCc1ccc(Cl)cc1	3%	7%	0%	-18%	-8%	i	18%	-1.0%	-2%
Cc1ccc(S(=O)(=O)N2CCOCC2)cc1NC(=O)COC(=O)c1ccc2c(c1)OCO2	21%	21%	6%	1%	2%	i	-9%	-0.2%	11%
CC12CN3CC(C)(CN(C1)C3c1ccc(Cl)cc1Cl)C2=O (centres undefined)	11%	0%	-14%	-13%	0%	i	-15%	2.6%	5%
CCOC(=O)c1c(C)[nH]c(C(=O)COC(=O)/C=C/c2ccc(OCC#N)c(OC)c2)c1C	-2%	0%	-33%	-24%	0%	i	8%	-0.6%	.
CCOC(=O)C1CCCN(C2=NC(=O)/C(=C/c3ccc(O)c(OCC)c3)S2)C1 (centres undefined)	0%	?	-28%	23%	-1%	i	-2%	2.5%	-10%
COc1ccc(S(=O)(=O)N2CCN(Cc3nc4ccc(C)cc4o3)CC2)cc1	.	.	-22%	?	1%	i	.	4.9%	2%
CCOc1ccc(N=C(NC#N)SC)cc1	-2%	.	5%	27%	2%	i	3%	-0.7%	4%
CC(=O)Nc1ccc(S(=O)(=O)Nc2nccc(/C=C/c3ccccc3F)n2)cc1	4%	?	-2%	?	2%	i	2%	9.7%	-11%
NC(=O)C1CCN(c2nc(-c3cc4ccccc4o3)cs2)CC1	7%	-16%	11%	1%	-2%	i	-15%	6.1%	6%
O=C(COC(=O)C1(c2ccccc2F)CCCC1)NCc1cccs1	-4%	21µM*	9%	25%	-11%	i	-23%	-0.1%	2%[11.3 µM]
O=C1CC2(CCN(C(=O)c3c(F)cccc3F)CC2)Oc2ccccc21	-6%	-9%	-11%	-3%	-1%	i	2%	-0.7%	-24%
COc1ccc(Cc2nnc(N/N=C(\C)c3ccccc3)[nH]c2=O)cc1OC	?	-30%	-29%	-21%	-2%	i	-7%	3.7%	-16%
COc1ccc(-c2csc(NCCc3nc4cc(C(=O)NCCCO)ccc4n3Cc3ccc(C)cc3)n2)cc1	?	-3%	-6%	-2%	0%	i	-3%	5.9%	-12%
Cc1ccccc1NC(=O)C(=O)NCC1CCCN1S(=O)(=O)c1cccs1 (centres undefined)	1%	3%	-15%	-2%	9%	i	-3%	0.6%	4%
CCOC(=O)c1c(NC(=O)COC)sc(C)c1C	24%	17%	1%	6%	5%	i	-4%	2.5%	2%
Cc1cccc(CNC(=O)CCn2c(=O)c3cccn3c3ccc(F)cc32)c1	.	26%	-12%	-13%	11%	.	.	-0.7%	.
COc1cc(/C=N/NC(=O)c2ccoc2C)ccc1O	-5%	2%	-3%	3%	-4%	i	6%	0.2%	48%[activator]
NC(=O)C1CCN(c2oc(/C=C/c3ccc(F)cc3)nc2S(=O)(=O)c2ccccc2)CC1	11%	-12%	1%	2%	-8%	i	-15%	-0.7%	0%
O=C(c1ccc([N+](=O)[O-])cc1)N1CCN(c2cccc3[nH]ccc23)CC1	12%	3%	6%	-12%	?	i	17%	-0.1%	.
CCCCc1nnc(NC(=O)c2ccc3c(=O)n4c(nc3c2)CCC4)s1	3%	-6%	-6%	3%	0%	i	4%	0.5%	-8%
Cc1cc(C)n2c(NCc3ccccc3)c(CCc3ccccc3)nc2n1	.	.	.	.	.	i	-23%	-0.5%	-19%
COc1ccc(OC)c(C2=NOC(C(=O)NCc3ccccn3)C2)c1 (centres undefined)	-6%	-20%	29%	3%	0%	i	0%	1.8%	0%
CCCc1cc(C(=O)NNC(=S)NC2CCCCC2)cs1	0%	-2%	-5%	-7%	9%	i	11%	-0.6%	-2%
O=C(CSc1nnc2ccccn12)NCc1cccs1	3%	12%	-4%	11%	0%	i	18%	-0.6%	27%
More structures follow.
SMILES	MCF10A rereplic	Nrf2 inh	HepG2 tox	TGFb inhibitor	A549 tox	ATXN viability	EPAC2 antag	Nrf2 activator	ATXN2 expr inh
CS(=O)(=O)N(CC(O)CON=C1c2ccccc2-c2ccccc21)c1ccc(F)cc1 (centres undefined)	-5%	8.2µM*	-24%	18µM*	-26%	i	-28%	0.1%	?
CCOC(=O)c1oc2c(CN3CCN(C)CC3)c(O)c(CC)cc2c(=O)c1-c1nc2ccccc2s1	-6%	-9%	2%	-9%	0%	i	-4%	-0.1%	-12%
N#C/C=C/N1CCC(Cc2ccccc2)CC1	7%	14%	-3%	-5%	11%	i	4%	-0.7%	1%
C=CCn1c(SCc2cccc3ccccc23)nnc1-c1cccnc1	1%	-2%	2%	-13%	-8%	i	11%	0.7%	-9%
O=C1C2CCCN2C(=O)N1CCCN1CCN(c2ccc([N+](=O)[O-])cc2)CC1 (centres undefined)	-12%	-24%	1%	-1%	-18%	i	-1%	-0.6%	11%
Clc1ccc(CN2CCN(c3ncccn3)CC2)cc1	18%	-21%	8%	4%	7%	i	12%	-0.3%	-10%
CCOc1ccc(C2CC(c3c(O)c4ccccc4oc3=O)=NN2c2ccccc2)cc1OC (centres undefined)	25%	-26%	-32%	-3%	?	.	27%	-0.2%	1%
CCOC(=O)c1cnc2c(OC)cccc2c1Nc1cccc(O)c1	.	?	4%	-4%	0%	i	.	-1.3%	-20%
Cc1ccc(CN2CCNC(=O)C2CC(=O)NCCCn2ncc3ccccc32)o1 (centres undefined)	-2%	5%	0%	-6%	6%	i	7%	3.7%	4%[11.3 µM]
O=C1CN(C(=O)CN2C(=O)NC(c3ccccc3)(c3ccccc3)C2=O)c2ccccc2N1	-6%	3%	9%	0%	-4%	i	-9%	3.4%	-11%
Cc1ccc(-c2nc(CNC(=O)c3ccco3)cs2)cc1	-53%	-16%	-12%	-6%	0%	?	4%	3.4%	-8%
COc1ccc(C(=O)Nc2nnc(C(C)C)s2)cc1OC	.	0%	-16%	10%	-5%	.	.	10%	.
COc1cc(CNCc2cccs2)ccc1OCC(N)=O	24%	1%	2%	4%	29%	i	7%	-0.3%	7%
COc1ccc(NC(=O)CN(C)C(=O)CCSc2ccc(C)cc2)cc1	13%	2%	-12%	-11%	7%	i	-3%	-0.1%	12%
COc1ccc(Cl)cc1NC(=O)C1CCN(S(=O)(=O)c2ccc(F)cc2)CC1	.	?	-31%	?	-7%	?	.	24%	?
COc1ccc(-c2csc(N)n2)cc1	-5%	?	-6%	0%	9%	i	-3%	2.4%	62%[activator]
COc1ccc(CNC(=O)C(C)OC(=O)c2cccc(N(C)C)c2)cc1 (centres undefined)	-1%	2%	-1%	-1%	2%	i	-3%	-0.4%	9%
CCS(=O)(=O)NCC(c1cccnc1)N1CCN(c2ccc(OC)cc2)CC1 (centres undefined)	6%	-5%	3%	1%	-3%	i	0%	-0.9%	4%
CCOC(=O)c1c(NC(=O)COc2ccc3ccc(=O)oc3c2)sc(C(=O)N(C)C)c1C	0%	15%	-1%	6%	-4%	i	0%	0.3%	6%
O=C1C2C3C=CC(C3)C2C(=O)N1c1cccc(-c2nc3ccccc3o2)c1 (centres undefined)	-4%	16%	1%	2%	-3%	i	-16%	-0.3%	0%
Cc1nn(Cc2ccccc2Cl)c(C)c1NC(=O)CCCn1nc([N+](=O)[O-])c(Cl)c1C	17%	?	-7%	?	0%	i	-1%	1.0%	-11%
COC(=O)CCC(=O)Nc1cccc2c(NC(=O)CCC(=O)OC)cccc12	2%	.	10%	-13%	-3%	i	10%	-0.8%	-15%
O=C(NCc1ccccc1)c1ccc(CSc2nc3cccnc3n2Cc2ccccc2)cc1	.	?	-27%	-16%	-6%	?	.	1.2%	-19%
O=C(Nc1ccc(Cl)c(Cl)c1)C1CCCCC1	25%	8%	-24%	?	-3%	?	1%	0.0%	7%
CCCCOc1ccc(C(=O)NCCOc2cccc(OC)c2)cc1	-1%	8%	-18%	-13%	0%	i	-8%	3.6%	.

Single records, as listed above. Order of screens: MCF10A rereplic, Nrf2 inh, HepG2 tox, TGFb inhibitor, A549 tox, ATXN viability, EPAC2 antag, Nrf2 activator, ATXN2 expr inh
Listed for COc1ccc(C(=O)Nc2nnc(C(C)C)s2)cc1OC → ., 0%, -16%, 10%, -5%, ., ., 10%, .
Listed for CCS(=O)(=O)NCC(c1cccnc1)N1CCN(c2ccc(OC)cc2)CC1 (centres undefined) → 6%, -5%, 3%, 1%, -3%, i, 0%, -0.9%, 4%

Next entries follow.
SMILES	MCF10A rereplic	Nrf2 inh	HepG2 tox	TGFb inhibitor	A549 tox	ATXN viability	EPAC2 antag	Nrf2 activator	ATXN2 expr inh
CC(C)(C)NC(=O)C(c1ccc(F)cc1)N(Cc1ccco1)C(=O)CCC(=O)Nc1ccccn1 (centres undefined)	15%	8%	6%	-6%	-6%	i	-3%	-0.3%	-17%
O=C(NCCc1ccccc1)C1CCN(C(=O)c2ccc(F)cc2)CC1	?	3%	-10%	1%	-2%	i	3%	-0.3%	-4%
CCOc1ccc(-c2nc(C#N)c(NCc3ccco3)o2)cc1	1%	?	-12%	-15%	10%	i	-8%	8.3%	3%
O=C(COC(=O)c1ccc(Cl)cc1O)NC(=O)C1CCCCC1	-35%[inhibitor]	-16%	2%	-1%	1%	i	0%	-1.0%	-1%
O=C(NCCCn1ccnc1)c1cc(-c2ccc(Cl)cc2)nc2ccccc12	5%	-14%	-21%	0%	-9%	i	-14%	5.5%	-16%
O=C(CCNS(=O)(=O)c1ccc(OC(F)(F)F)cc1)N1CCN(S(=O)(=O)c2cccc(F)c2)CC1	19%	?	-3%	?	3%	i	-4%	3.8%	-5%
Cc1ccc(C(=O)N/N=C/c2ccc(-c3cccc(Cl)c3)o2)cn1	?	-21%	-12%	?	-19%	i	-18%	-0.5%	-30%
CCCCn1cc(S(=O)(=O)c2ccccc2)c(=O)c2cc(F)c(N3CCC(C)CC3)cc21	.	14%	-9%	-17%	-6%	.	.	-0.2%	.
